p53ts 32C kill: p53ts cell cytotoxicity, permissive temperature; Potency, µM (top dose mostly 46.1 µM), without a hit: top-dose activity change, negative = cytotoxicity, usual class: cytotoxic; 130,000 tested, 0.93% active; H1299-p53A138V at 32C, ATP luminescence viability, 24 h;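 note: 0% = DMSO and -100% = full killing by reference compound; nearly all actives have a fitted effect of over 55% in size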
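ATP-content luminescence (ATPlite) read-out after 24 h compound exposure at 32C in H1299-p53A138V cells (600/well). Tested up to 46 uM. Normalized to DMSO (0%) and 100 uM tamoxifen (100% killing); Hill-fit AC50.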
p53ts 39C kill: p53ts cell cytotoxicity, nonpermissive temperature | H1299-p53A138V viability at 39C, ATP luminescence, 24 h | Potency, µM (doses to about 46.1 µM), for inactives: top-dose activity change, negative = cell killing, usual class: cytotoxic | 130,000 tested, 1.5% active | AID 902; note: nearly all actives have a fitted effect of over 55% in size
IkB signaling: IkB pathway inhibition in ABC-DLBCL cells; 110,000 tested, 0.04% active; Potency, µM (highest dose often 57.1 µM), without a hit: top-dose IkBa stabilization activation; ABC-DLBCL IkBa-CBG/CBR dual luciferase ratio, 4 h; response scale: scaled: untreated 0%, proteasome inhibitor 100%; active = well fitted curve in the direction sought with a large enough effect in the signal ratio, not every such curve was filed as active; inconclusive = small, poorly fitted or top-dose-only effect, or a change in a side signal; the % refers to the signal ratio;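 note: the direction sought is a rising ratio; 0% = basal untreated cells and 100% = reference inhibitor full response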
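In this assay, an IκBα–CBG68 fusion accumulates when IKK-driven degradation is blocked; native CBR normalizes for cell number. OCI-Ly3 cells were treated 4 h with compound and doxycycline, then green and red light read after Chroma-Glo addition.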
Imprint erasure: inducers of genomic imprint erasure in mouse ES cells | 110,000 tested, 0.02% active | mouse ES Peg3-LacZ reporter, beta-gal luminescence, 40 h | Potency, µM (highest dose often 60.7 µM), inactives show at the top dose activity change, positive = activation, actives largely listed as activators | AID 1948;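 note: 0% = negative control wells on the plate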
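Gelatin-coated wells received 300 freshly trypsinized female ES cells with a Peg3LacZ-Neo reporter on the maternal allele, then incubated 40 hours at 37C. BetaGlo was added for 5 minutes at room temperature before a single luminescence read.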
The depositor's hits bear a star; ? = inconclusive; . = not tested or not shown; ! = not active in a repeat; [ ] = another dose, or the depositor's remark. Unless noted, calls come from the whole dose curve; as a rule, active = well fitted curve in the direction sought with a large enough effect; inconclusive = small, poorly fitted or top-dose-only effect, or another doubt; inactive = no such curve, though single readings can be large; an effect the other way counts as inactive or inconclusive. Unless noted, % is set by controls: 0 for no effect and ±100 for the full control effect; potency is the fitted concentration of half-maximal effect.

compound,IkB signaling,p53ts 32C kill,Imprint erasure,p53ts 39C kill
CCOC(=O)c1c(NC(=O)COc2ccccc2)sc(C(C)=O)c1C,-0.4%,11%,-9%[10.9 µM],-5%
CCOC(=O)N1CCC(NC(=O)COc2cc(=O)n(C)c3ccccc23)CC1,7.5%,-5%,-9%,-13%
CSc1nc(-c2ccco2)nn1C(=O)c1ccco1,1.9%,-4%,-11%,0%
Cc1cc(NCCCN2CCOCC2)n2ncc(-c3ccc(Cl)cc3)c2n1,1.9%,-6%,-9%,-13%
CCc1ccc(-n2c(=O)c3c4c(sc3n(CC(=O)NCCCOC)c2=O)CCCC4)cc1,1.1%,1%,29%[10.9 µM],13%
CN(C)c1ncc2nc(CCc3ccccc3)c(=O)n(Cc3cccs3)c2n1,2.2%[11.4 µM],-7%,-14%,1%
CC(=O)Nc1ccc(NC(=O)c2ccc3c(c2)N(Cc2cccc(Cl)c2)C(=O)c2ccccc2S3=O)cc1 (stereo unspecified),?,30%,-11%[10.9 µM],-5%
Cc1c(C(=O)NCCCN2CCCC2=O)oc2ccccc12,-3.6%,6%,-8%,16%
CCC(=O)O[C@H](CC(=O)O)C[N+](C)(C)C,-0.4%,2%,4%,2%
CCCCOCCCNC(=O)c1ccc(NC(C)=O)cc1,0.1%,6%,-5%,3%
COc1ccc(CSc2nncn2N)cc1Br,-1.4%,-8%,-4%,0%
CCc1nnc(NC(=O)CCC(=O)N2CCN(Cc3cc(F)ccc3OC)CC2)s1,-9.5%,-11%,-27%,-1%
CCOC(=O)C1CCN(C(=O)CCNC(=O)Cn2ccc3ccccc3c2=O)CC1,-0.7%,18%,-12%,-9%
COc1ccc(-c2nc(CSCC(=O)N3CCN(C(=O)c4ccco4)CC3)c(C)o2)cc1OC,-1.2%,8%,-12%,10%
CC(=O)N1CCC2(CC1)CCN(C(=O)Nc1cccc(C#N)c1)CC2,0.6%[11.4 µM],-2%,.,-3%
Cc1ccc(NC(=O)CN2C(=O)COc3ccc(S(=O)(=O)Nc4ccccc4)cc32)c(C)c1,?,12%,19%[10.9 µM],-14%
Cc1ccc(OCC(=O)Nc2ccc3nc(SCc4ccccc4)sc3c2)cc1,-1.2%,6%,-12%[10.9 µM],-10%
CCCCN(CCCC)C(=O)C1CCN(S(=O)(=O)c2cccc3nsnc23)CC1,0.1%,3%,21%[10.9 µM],11%
CCOC(=O)c1nn(-c2ccc(F)cc2)c2c1CC/C2=C/c1ccccc1,.,?,.,-17%
CCOc1ccccc1CNC(=O)c1sc2ncccc2c1-n1cccc1,?,-3%,-15%[10.9 µM],-21%
Cc1ccc(NS(=O)(=O)c2ccc3c(c2)n(C)c(=O)n3C)cc1C,20%,1%,-11%[10.9 µM],-23%
COc1ccccc1-c1c(NC(=O)c2ccco2)n(-c2ccccc2)nc(C)c1=O,-0.9%,8%,-1%,13%
O=C(CSc1nnc(Cn2c(=O)sc3ccccc32)n1-c1ccccc1)Nc1nccs1,?,4%,-15%,6%
CCC(=O)N1CCc2cc(S(=O)(=O)CCC(=O)N3CCN(c4ccccc4F)CC3)ccc21,-2.2%,1%,6%[10.9 µM],18%
COc1ccc(Cc2c(C)nn(-c3nc(C)c(C(=O)Nc4ccc(C)cc4C)s3)c2C)cc1,-2.0%,13%,15%[10.9 µM],?

A second format for part of the listing above.
> CCOC(=O)c1nn(-c2ccc(F)cc2)c2c1CC/C2=C/c1ccccc1
  IkB signaling: .
  p53ts 32C kill: ?
  Imprint erasure: .
  p53ts 39C kill: -17%
> CCOc1ccccc1CNC(=O)c1sc2ncccc2c1-n1cccc1
  IkB signaling: ?
  p53ts 32C kill: -3%
  Imprint erasure: -15%[10.9 µM]
  p53ts 39C kill: -21%
> Cc1ccc(NS(=O)(=O)c2ccc3c(c2)n(C)c(=O)n3C)cc1C
  IkB signaling: 20%
  p53ts 32C kill: 1%
  Imprint erasure: -11%[10.9 µM]
  p53ts 39C kill: -23%
> COc1ccccc1-c1c(NC(=O)c2ccco2)n(-c2ccccc2)nc(C)c1=O
  IkB signaling: -0.9%
  p53ts 32C kill: 8%
  Imprint erasure: -1%
  p53ts 39C kill: 13%

Back to the main list, repeating the three entries before the break.
compound,IkB signaling,p53ts 32C kill,Imprint erasure,p53ts 39C kill
O=C(CSc1nnc(Cn2c(=O)sc3ccccc32)n1-c1ccccc1)Nc1nccs1,?,4%,-15%,6%
CCC(=O)N1CCc2cc(S(=O)(=O)CCC(=O)N3CCN(c4ccccc4F)CC3)ccc21,-2.2%,1%,6%[10.9 µM],18%
COc1ccc(Cc2c(C)nn(-c3nc(C)c(C(=O)Nc4ccc(C)cc4C)s3)c2C)cc1,-2.0%,13%,15%[10.9 µM],?
Cc1ccc(Cn2c(=O)n(Cc3ccccc3Cl)c(=O)c3ccccc32)cc1,?,4%,-7%[10.9 µM],-24%
Cc1cccc(N(Cc2cc3ccccc3[nH]c2=O)C(=O)c2cccc(Cl)c2)c1,?,10%,-8%[10.9 µM],4%
Cc1ccc(Cl)cc1NC(=O)c1sc2nc(C)c(C)c(C)c2c1N,0.8%,-4%,-9%[10.9 µM],23%
Cn1c(=O)c2nc(NCc3ccccc3)cnc2n(C)c1=O,0.3%,-6%,-11%,-3%
CC1CCCC(N2CCN(C(=O)c3ccc(F)cc3)CC2)C1 (stereo unspecified),-0.6%,-6%,-11%,2%
CCc1ccccc1NC(=O)c1cc2sc(Cl)cc2n1CC,0.0%,0%,-10%[10.9 µM],-7%
O=C(OCC(=O)N1CCOCC1)c1ccc2c(c1)OCCO2,1.2%,-7%,-51%[inhibitor],1%
COC(=O)c1cccc(C23CC4(C2)[C@H](CN(Cc2cccnc2)[C@@H]4c2ccccc2)C3c2ccccc2)c1 (stereo partly specified),.,34%[activator],-13%,2%
CCOc1ccc(-n2c(SCC(=O)Nc3ccc(OC)cc3)nc3c(c2=O)SCC3)cc1,-1.7%,-15%,-1%,2%
Cc1cccc(CCNC(=O)c2cnc3c(C)cccn3c2=O)c1,?,?,-16%[10.9 µM],?
O=C(Cn1ncc2c(=O)oc3ccccc3c21)NCCN1CCN(c2ccccc2F)CC1,1.2%,0%,7%,6%
O=C(Nc1ccccc1)N1CC[C@@]2(CCCN(C(=O)c3ccco3)C2)C1,1.8%[11.4 µM],5%,.,0%
C=CCNC(=O)CN(c1ccc(F)c(Cl)c1)S(C)(=O)=O,0.3%,-7%,-3%,4%
COC(=O)C1C(=O)c2c([nH]c(C(=O)OC3CCCCCC3)c2C)CC1C (stereo unspecified),0.5%,-11%,-18%,-16%
COc1cc2ccccc2cc1C(=O)Nc1ccc2oc(-c3ccc(F)cc3Cl)nc2c1,3.5%,0%,-5%[10.9 µM],15%
CCc1cc2c(cc3c(=O)n(CC(=O)NCCOC)nc(CC)n32)s1,-1.3%,6%,3%[10.9 µM],16%
Cc1ccc(CN2CCCN(CC(=O)Nc3ccc(C)cc3C)S2(=O)=O)cc1,?,-4%,-4%[10.9 µM],-15%
CC(C)(CO)Nc1nc(N2CCCC2)nc(N2CCCC2)n1,.,-4%,.,4%
CCOC(=O)CC(=O)c1cc(OC)c(OC)c(OC)c1,1.6%,6%,-8%,4%
CC1(C)CC2CC(C)(CN2C(=O)Cc2ccccc2)C1 (stereo unspecified),.,-14%,.,-1%
COCCn1nnnc1C(c1cc2ccc(OC)cc2[nH]c1=O)N1CCN(C2CCCCC2)CC1 (stereo unspecified),1.0%,3%,-8%,-2%
Cc1nn2c(=O)cc(COC(=O)c3ccc(NC(=O)c4cccs4)cc3)nc2s1,-1.1%,-4%,-8%[10.9 µM],6%
Cc1ccc2sc(N(Cc3cccnc3)C(=O)C3COc4ccccc4O3)nc2c1C (stereo unspecified),-0.4%,6%,-2%[10.9 µM],-22%
COc1ccccc1N1CCN(C(c2cc3cc(C)ccc3[nH]c2=O)c2nnnn2C2CCCC2)CC1 (stereo unspecified),1.5%,-2%,-12%,-4%
Cc1nnc(SCc2ccccc2F)n1NCc1cccs1,0.8%,-1%,-1%,5%

Additional results
compound,IkB signaling,p53ts 32C kill,Imprint erasure,p53ts 39C kill
NC(=O)C1CCN(C(=O)c2cccc(NC(=O)c3nsc4ccccc34)c2)CC1,-1.4%,?,10%[10.9 µM],?
N#Cc1cccc(C(c2nnnn2C2CCCC2)N2CCC(Cc3ccccc3)CC2)c1 (stereo unspecified),.,-2%,.,16%
COc1ccc(OCc2nnc(SCC(=O)O)n2N)cc1,4.6%,-1%,.,-21%
CCOc1ccc(NC(=O)CSc2ncnc3c2sc2ccccc23)cc1,-1.2%,2%,-11%[10.9 µM],-17%
Cc1cc(C(C)(C)CC(C)(C)C)ccc1OCCOCC[N+](C)(C)Cc1ccccc1,3.1%[25.6 µM],25µM*!,-33%[inhibitor],25µM*!
COc1ccccc1N1CCN(C(=O)CN(Cc2ccc(Cl)cc2)S(C)(=O)=O)CC1,3.2%,5%,-23%,-9%
Cc1nn(CC(=O)Nc2ccc3c(c2)oc2ccccc23)c(=O)c2ccccc12,1.3%,-19%,-6%,?
COc1ccc(NC(=O)CCSc2nc(-c3ccc(OC)cc3)cc(C(F)(F)F)n2)cc1,-0.5%,-11%,-10%[10.9 µM],-28%
COc1ccc(Cn2c(C)nc3c(c2=O)c2nc4ccccc4nc2n3Cc2ccco2)cc1,11%,-18%,-29%,-17%
Cn1c(=O)c2c(nc(SCC(=O)NC3CCCCC3)n2C)n(C)c1=O,-0.5%,0%,-2%,-4%
Cc1ccc(Cn2c(SCc3ccc(C(=O)NC4CCCC4)cc3)nc3ccncc32)cc1,?,5%,-17%[10.9 µM],-12%
COC(=O)c1sc2cccc(F)c2c1S(=O)(=O)Nc1ccc(N(C)C)cc1,?,-10%,?,-16%
c1csc(CN2CCN(Cc3cccs3)C2c2cccs2)c1,?,-8%,-11%,6%
O=C(CSc1nc2cc(Cl)ccc2s1)N1CCN(C(=O)c2ccco2)CC1,0.9%,12%,5%,8%
CCN(C(=O)c1cccc(F)c1)c1ccccc1C,4.0%,6%,-14%,8%
Cc1nn(C)c2c1c(C(F)(F)F)cc(=O)n2C(C)C(=O)N1CCN(c2ccccc2)CC1 (stereo unspecified),?,2%,-13%[10.9 µM],-11%
Cc1nc2c(cc(Oc3ccc(S(=O)(=O)N4CCOCC4)cn3)c3ccsc32)s1,?,12%,-16%,-6%
Cc1cccc(C)c1-n1nnnc1S(=O)(=O)Cc1ccccc1Cl,4.6%,12%,-16%,6%
Cn1cnc(S(=O)(=O)N2CCC(C(=O)N3CCN(c4ccccc4F)CC3)CC2)c1,-2.1%,-6%,16%[10.9 µM],-6%
Cc1cc(S(=O)(=O)Nc2cc3c(cc2N2CCOCC2)n(C)c(=O)n3C)ccc1F,-0.4%,19%,1%[10.9 µM],0%
Cn1nc(C(=O)NCc2ccc(Cl)cc2)c2c1-c1ccccc1SC2,0.1%,1%,10%[10.9 µM],-2%
COC(=O)c1c(C)c2c(c(C)c1O)OC(=O)c1c(C)c(Cl)c(O)c(Cl)c1O2,.,-14%,-9%,7%
COc1cc(NC(=O)CSc2nc(-c3ccc(C)cc3)nc3c2Cc2ccccc2O3)cc(OC)c1,-0.4%,1%,12%[10.9 µM],23%
O=C(NCCc1csc(-c2ccc(Cl)cc2)n1)c1ccco1,-1.3%,-11%,-9%[10.9 µM],6%

Compound activity from PubChem.

An unsorted share of the library (roughly 1.7% active in at least one column).
